B2AR arrestin – qHTS assay of beta-arrestin-biased ligands of beta2-adrenergic receptor. actives 0.02% (n = 330,000). Potency, µM (top dose mostly 46.1 µM), inactives show at the top dose activation, usual class: activators. beta-arrestin recruitment to beta2AR, cell-based reporter. AID 492947, 2010;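 note: potency is the fitted concentration of half-maximal effect; 0% = DMSO controls and full agonism = EC100 isoproterenol or metaproterenol; nearly all actives have a fitted effect of over 65% in size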
TSG101-PTAP inh – qHTS Assay for Iinhibitors of HIV-1 Budding by Blocking the Interaction of PTAP/TSG101; Tumor susceptibility gene 101 protein (Homo sapiens), Q99816; Fluorescence polarization, FITC-PTAP peptide / Tsg101 binding; Potency, µM (highest dose often 115 µM), for the others: at the top dose activity change, negative = inhibition, hits mostly inhibitors; 340,000 tested, under 10 active; active = well fitted inhibition curve with a large enough effect in the main read-out, with a control signal flat, not every such curve was filed as active; inconclusive = small, poorly fitted or top-dose-only effect, or effect the other way, or a change in a side signal; inactive = no such curve, though single readings can be large or run the other way; note: potency is the fitted concentration of half-maximal effect; % of control where 0% means no effect
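Tsg101 binding domain (10 uM final) was mixed with compound and a FITC-labeled PTAP peptide (50 nM final) in HEPES pH 7.5 buffer with NaCl, Tween 20, EDTA and TCEP; fluorescence polarization was read after 20 min at r.t.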
TCR activator – Activators of T cell receptors: qHTS campaign; Potency, µM (series often up to 9.22 µM), for the others: top-dose activation of IL-2 secretion, most hits filed as activators; 330,000 tested, under 10 active; primary human leukocytes, anti-CD3, IL-2 HTRF, 48 h; note: % of control where 0% means no effect
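IL-2 release read by HTRF sandwich (Eu cryptate donor, d2 acceptor, 665 nm emission) after 48 hr exposure of primary human leukocytes to compound together with anti-CD3 beads in the absence of co-stimulatory signals.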
TRPV1 ag – HTS Assay for Compounds that Act as Agonists of the Vanilloid Receptor 1. Transient receptor potential cation channel subfamily V member 1 (Homo sapiens), Q8NER1. TRPV1-expressing cells, Fluo-8 calcium influx, agonist mode. activation, % at 8.33 µM. actives 0.19% (n = 320,000). AID 540275, 2011; in the data active = activation above about 80%; inconclusive = between about 30% and that limit; note: 0% is about no effect
Target sequence (Q8NER1 whole entry, looked up): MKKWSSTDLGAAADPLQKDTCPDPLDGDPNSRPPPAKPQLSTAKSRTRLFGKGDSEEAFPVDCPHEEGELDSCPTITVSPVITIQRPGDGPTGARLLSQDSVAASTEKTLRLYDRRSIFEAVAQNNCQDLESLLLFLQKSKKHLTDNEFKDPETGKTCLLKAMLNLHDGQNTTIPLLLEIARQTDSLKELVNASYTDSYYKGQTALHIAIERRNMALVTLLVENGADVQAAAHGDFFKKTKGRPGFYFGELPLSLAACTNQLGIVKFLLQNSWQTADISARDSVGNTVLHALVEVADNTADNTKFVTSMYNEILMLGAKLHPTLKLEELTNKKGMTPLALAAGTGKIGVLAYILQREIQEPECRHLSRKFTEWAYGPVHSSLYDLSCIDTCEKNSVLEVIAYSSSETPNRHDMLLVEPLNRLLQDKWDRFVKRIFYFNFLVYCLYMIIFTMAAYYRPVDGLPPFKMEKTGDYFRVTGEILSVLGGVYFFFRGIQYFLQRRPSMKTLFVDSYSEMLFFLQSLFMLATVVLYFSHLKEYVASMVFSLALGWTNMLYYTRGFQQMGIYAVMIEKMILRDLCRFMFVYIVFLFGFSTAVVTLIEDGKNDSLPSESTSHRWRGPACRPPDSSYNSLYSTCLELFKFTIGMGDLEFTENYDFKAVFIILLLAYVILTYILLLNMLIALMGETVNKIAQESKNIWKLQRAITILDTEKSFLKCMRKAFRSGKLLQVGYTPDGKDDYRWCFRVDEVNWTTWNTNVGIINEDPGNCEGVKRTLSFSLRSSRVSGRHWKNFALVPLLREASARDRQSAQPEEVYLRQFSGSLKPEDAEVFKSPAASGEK
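Fluo-8 calcium influx in TRPV1-expressing cells, kinetic read (ex 480/em 520 nm). Compound added and read 3 min for agonist activity, followed by capsaicin at EC20 final and 2 min further read for enhancement.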
p53 reactivation – qHTS assay for re-activators of p53 using a Luc reporter; H1299 p53-A138V BP100-luciferase reporter, luminescence, 24 h; Potency, µM (doses to about 92.2 µM), for the others: at the highest dose activity change, positive = activation, usual class: activators; AID 504706, 2011; actives 0.063% (n = 320,000); note: potency is the fitted concentration of half-maximal effect; % of control where 0% means no effect; nearly all actives have a fitted effect of over 45% in size
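H1299 (p53-null), stable ts p53-A138V + BP100-Luc; 1000 cells/well, Opti-MEM/10% FBS; cpd 4 pt, 1:5; 24 h, 37 deg C, 5% CO2; detection reagent 10 min RT; luminescence.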
Integrin act MD – qHTS for Activators of Integrin-Mediated Alleviation for Muscular Dystrophy | alpha7betagal myoblasts, beta-gal FDG fluorescence, 48 h | Potency, µM (titrated, usually from 38.3 µM), for inactives: top-dose activation, usual class: activators | actives 0.064% (n = 350,000);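 note: potency is the fitted concentration of half-maximal effect; 100% = response of the positive control SU9516; nearly all actives have a fitted effect of over 60% in size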
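Alpha7betagal+/- myoblasts (passage 13) were plated 16-24 hr, then exposed to compounds (1:260 dilution of DMSO stock) for 48 hours at 37C. After MPER lysis, β-galactosidase reporter activity was read as FDG fluorescence (ex 480/em 540) after 30 minutes.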
BRCA1 expr up – qHTS Assay to Identify Small Molecule Activators of BRCA1 Expression; actives 1.1% (n = 380,000); Potency, µM (titrated, usually from 46.1 µM), without a hit: at the highest dose activation, usual class: activators; MCF7-BRCA1-FFLuc reporter, luminescence, 48 h; response scale: scaled: vehicle 0%, 10 µM genistein 100%; note: potency is the fitted concentration of half-maximal effect; nearly all actives have a fitted effect of over 80% in size; some results filed as inactive show a strong effect at the top dose
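Luminescence from a BRCA1-driven firefly luciferase in MCF7 cells was the read-out, taken 15 min after substrate addition following 48 h compound exposure at 37 °C. Data were normalized to a 10 microM genistein control and DMSO vehicle.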
AT treatment – qHTS Assay for Identifying a Potential Treatment of Ataxia-Telangiectasia. […] A-T fibroblasts, KAP-1 phosphorylation AlphaLISA; neocarzinostatin DNA damage 30 min before lysis. AID 485349, 2010. actives 0.19% (n = 320,000). Potency, µM (series often up to 57.5 µM), inactives show top-dose activation, most hits filed as activators; note: potency is the fitted concentration of half-maximal effect; % of control where 0% means no effect; nearly all actives have a fitted effect of over 45% in size
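hTERT-immortalized A-T patient fibroblasts ([…]), 500 cells/well in OPTI-MEM, 1% FBS, got compounds for 60 min, then NCS for 30 min at 37C. Lysates were then assayed for phospho-KAP-1 by AlphaLISA (anti-pKAP1 donor, anti-KAP1 acceptor beads), 6 hr at 25C.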
ELG1 repair inh – qHTS screen for small molecules that inhibit ELG1-dependent DNA repair in human embryonic kidney (HEK293T) cells expressing luciferase-tagged ELG1 | actives 2.3% (n = 330,000) | HEK293T ELG1-luciferase reporter, luminescence, 16 h; DNA damage induced by 5-fluorouridine | Potency, µM (series often up to 46.1 µM), without a hit: top-dose activity change, negative = inhibition, actives largely listed as inhibitors; note: potency is the fitted concentration of half-maximal effect; % is set by controls: 0 for no effect and ±100 for the full control effect; nearly all actives have a fitted effect of over 55% in size
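Overnight (16 hr) co-exposure of 2,000 cells/well to 5-fluorouridine and compound at 37 °C preceded detection. Luciferase was quantified via ONE-Glo luminescence; loss of signal denotes inhibition.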
MLL CXXC-DNA inh – qHTS Fluorescence Polarization Assay for Inhibitors of MLL CXXC domain - DNA interaction | Histone-lysine N-methyltransferase 2A (Homo sapiens), Q03164 | MLL-CXXC / FITC-HOXA9 DNA fluorescence polarization | Potency, µM (doses to about 115 µM), inactives show at the top dose activity change, negative = inhibition, most hits filed as inhibitors | actives 0.037% (n = 290,000); active = well fitted inhibition curve with a large enough effect in the polarisation, with a control signal flat, not every such curve was filed as active; inconclusive = small, poorly fitted or top-dose-only effect, or effect the other way, or a change in a side signal; inactive = no such curve, though single readings can be large or run the other way; the % refers to the polarisation; note: potency is the fitted concentration of half-maximal effect
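Steps: dispense CXXC domain solution (7 uM) → pin compounds or unlabeled HOX-A9 DNA control → 5 min ambient → add FLSN-HOX-A9 solution (50 nM) → spin → 30 min ambient → fluorescence polarization. Tris pH 7.5/NaCl/DTT/BSA buffer.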
The depositor's hits bear a star; ? = inconclusive; nt = not tested or not shown; & = joins results of further samples; [ ] = dose if it differs, or a comment. Unless noted, calls come from the whole dose curve; as a rule, active = well fitted curve in the direction sought with a large enough effect; inconclusive = small, poorly fitted or top-dose-only effect, or another doubt; inactive = no such curve, though single readings can be large; an effect the other way counts as inactive or inconclusive. This is a random part of the collection (roughly 3.8% active in at least one column).

Structure | B2AR arrestin | TSG101-PTAP inh | TCR activator | TRPV1 ag | p53 reactivation | Integrin act MD | BRCA1 expr up | AT treatment | ELG1 repair inh | MLL CXXC-DNA inh
O=C(Oc1ccc(Br)cc1C(=S)N1CCCCC1)c1cc([N+](=O)[O-])cc([N+](=O)[O-])c1 | -0.2% | -1.8% | 1.7% | -4.9 | 2.1% | -4.5% | -25.2% | 9.0% | -7.3% | -5.2%
CNC(=O)CSc1nnc(-c2ccco2)n1-c1cccc(OC)c1 | 0.1% | 0.6% | 0.0% | -2.3 | -5.1% | 19.2% | -15.5% | -1.1% | 11.2% | -2.3%
N#CC1=C(N)C(C#N)(C#N)[C@H](c2ccoc2)[C@H]2CN(Cc3ccccc3)CC=C12 | -0.6% | -9.7% | -3.6% | 5.4 | 25.7% | -35.2%[inhibitor] | -59.4% | -2.6% | 5.0% | ?
C=CCN(C(=O)Cn1nc(C)n2c(cc3cc(C)ccc32)c1=O)c1ccccc1 | -0.5% | -13.0% | -1.7% | 5.6 | -5.0% | ? | 3.7% | -1.4% | -4.1% | -17.2%
CC(OC(=O)C1CCN(S(=O)(=O)c2ccc(F)cc2)CC1)C(=O)NC1CCCCC1C (centres undefined) | -0.1% | -0.9% | 3.7% | 0.5 | -3.2% | 3.6% | -22.9% | 8.1% | -0.7% | nt
CN(C)S(=O)(=O)c1ccc(Oc2ccccc2)cc1 | -0.1% | -4.7% | 0.9% | 9.5 | -1.0% | -16.5% | -1.7% | 6.4% | 0.8% | -3.9%
O=c1c(-c2ccccc2)c(O)nc(SCCN2CCOCC2)n1-c1ccccc1 | 0.3% | -1.5% | 0.3%[46.1 µM] | 0.6 | -8.8% | -1.5% | -6.4% | -1.8% | -0.2% | -4.1%
O=C(O)c1cccc(Cn2c(Cl)c(/C=N/NC(=O)c3ccc(O)cc3)sc2=O)c1 | -1.0% | -3.0% | 0.2% | 3.0 | 3.9% | 17.8% | -5.1% | 7.6% | -7.7% | -14.0%
CCOC(=O)c1[nH]nc(C(=O)c2ccc(Br)cc2)c1O | 0.0% | -0.3% | 4.4% | 2.9 | ? | 9.8% | 2.4% | 9.1% | ? | -1.0%
Cc1ccc2c(=O)n3c(nc2c1)C(Cc1ccc(O)cc1)NC(=O)c1ccc(Cl)cc1-3 (centres undefined) | -0.1% | nt | nt | nt | -2.8% | nt | nt | 11.8% | 9.2% | nt
COc1cc(C(C)=O)ccc1OC(=O)CN1C(=O)c2ccccc2C1=O | 0.0% | -3.7% | -2.1% | 8.1 | -4.0% | 11.0% | -24.9% | 13.6% | 10.6% | -4.4%
O=C(c1ccccc1)c1c(O)cc(-c2ccccc2)oc1=O | -0.8% | -2.9% | -8.0%[46.1 µM] | -1.4 | ? | -3.9% | 40.2% | 2.6% | 11.1% | 4.1%
CCCSCCCNC(=O)Cn1nc(CC)n2c(cc3c(OC)cccc32)c1=O | 0.1% | -1.0% | -7.2% | -5.1 | -5.9% | 24.9% | -15.0% | -5.9% | 11.5% | -3.5%
O=c1c(-c2ccc(Br)cc2)coc2c(CN3CCCCC3)c(O)ccc12 | -0.1% | -4.5% | 8.2% | -1.9 | 0.6% | 9.6% | -1.5% | -1.4% | 11.6% | 23.5%
Cc1ccc(-n2c(CCc3nc4ccccc4[nH]3)n[nH]c2=S)cc1 | 0.1% | -1.0% | -4.4% | 0.5 | -2.6% | 17.7% | -3.3% | 2.8% | -0.6% | 5.4%
COC(=O)CSc1nc(-c2ccc(F)cc2)cc(C(F)(F)F)n1 | -0.5% | -2.0% | 10.6%[46.1 µM] | -1.3 | 10.8% | 5.2% | 5.2%&10.1% | nt | 11.7% | -2.3%
CCC(CC)c1nnc(NC(=O)COc2ccc3c(C)cc(=O)oc3c2)s1 | -0.5% | -0.7% | -2.7% | -1.5 | -0.3% | 4.4% | 1.8% | -1.9% | 11.7% | 13.2%
Cc1onc(-c2c(Cl)cccc2Cl)c1C(=O)c1c[nH]c(C(=O)NCC2CCCO2)c1 (centres undefined) | -0.5% | -2.3% | -3.8% | -4.1 | -3.0% | 10.0% | 0.0% | 9.0% | 18.3µM* | 4.9%
Cc1nn(-c2ccccc2)c(C)c1/C=C/C(=O)OC(C)C(N)=O (centres undefined) | -0.3% | -0.2% | -6.1%[46.1 µM] | 24.7 | 8.8% | 17.5% | 15.9% | -0.2% | 19.5% | 12.1%
N#C/C(=C\c1c(Oc2ccccc2Cl)nc2ccccn2c1=O)C(=O)NC1CCS(=O)(=O)C1 (centres undefined) | -0.9% | -5.3% | 3.0% | -3.4 | 0.4% | -9.6% | -5.8% | 2.3% | 9.7% | 18.2%
Cc1cc(C(F)F)nn1CC(=O)N1CCSCC1 | -0.9% | -5.4% | -3.1%[46.1 µM] | -3.5 | 15.0% | 1.8% | 3.0% | 2.4% | 6.9% | 2.6%
CCOC(=O)c1cc2c(=O)n3ccccc3nc2n(Cc2ccccc2Cl)c1=N | -0.2% | nt | nt | 1.0 | 3.3% | nt | nt | 1.5% | -3.1% | -10.2%
Cc1ccccc1NC(=O)C1CCCN1/C=C/C(=O)C(F)(F)F (centres undefined) | -0.3% | -1.4% | -2.5%[46.1 µM] | 0.8 | -7.5% | 15.4% | 2.9% | 3.2% | 10.8% | 4.2%
Cc1cc(C)n(CCC(=O)N/N=C/c2c(O)ccc3ccccc23)n1 | -0.6% | -4.3% | -3.3% | -3.4 | 14.0% | -3.1% | -77.2% | ? | 3.66µM* | -13.6%
CN(C)S(=O)(=O)c1ccc(Cl)c(NC(=O)COC(=O)CN2C(=O)C3CCCCC3C2=O)c1 (centres undefined) | 0.1% | -2.0% | -2.9% | -3.6 | 6.7% | 17.1% | 28.5% | -0.4% | 9.8% | -2.9%
Cc1ccc(Cn2nc(C)c(/C=N/NC(=O)c3cccnc3)c2C)cc1 | -0.2% | -0.3% | -8.4% | 0.4 | -3.3% | -1.7% | -1.1% | 2.9% | 5.5% | 5.2%
CCCc1cc(=O)[nH]c(SCC(=O)Nc2sccc2C#N)n1 | -0.3% | -4.0% | 5.8% | 1.0 | 1.8% | 2.0% | 23.6% | 0.9% | 14.2% | nt
CCN(C(=O)c1ccc(S(=O)(=O)N2CCCC2)cc1)C1CCS(=O)(=O)C1 (centres undefined) | -0.1% | -3.2% | 2.7% | -1.2 | 1.6% | -8.9% | -32.4% | 2.4% | -3.2% | nt
COc1ccc(-c2noc3c2-c2nc(-c4ccc(Cl)cc4)sc2CC3)cc1 | -0.9% | 1.7% | -1.8% | 0.5 | 8.7% | -14.5% | 0.0% | -6.7% | 19.6% | -14.7%
CCCCSc1nnc(-c2ccc(NC(=O)CC)cc2)n1C | 0.1% | -8.4% | -4.5% | 0.9 | 3.9% | -3.0% | 7.8%&15.7% | -9.6% | 0.2% | -4.9%
O=c1oc(-c2ccccc2)nc2sc3c(c12)CCC3 | -0.6% | -4.3% | -1.7%[46.1 µM] | 1.6 | ? | -6.4% | 67.1% | nt | ? | -1.7%
Cc1ccc(C)c(-n2c(SCC(=O)NC(C(=O)O)C(C)C)nnc2-c2cccc(Cl)c2)c1 (centres undefined) | 0.0% | -1.6% | -3.0% | -0.7 | 24.7% | -16.2% | -6.3% | ? | 4.9% | 7.9%
CC(C)NC(=O)NC(=O)COC(=O)C1(C)CC1(Cl)Cl (centres undefined) | -0.3% | -3.6% | 0.2% | 3.3 | 0.3% | -6.2% | 2.1% | 5.5% | 10.7% | -0.4%
CC(c1ccco1)N(C(=O)Nc1ccccc1)C1CCCCC1 (centres undefined) | 0.4% | -1.2% | -163.8% | -0.1 | 9.4% | -8.6% | 0.8% | 0.1% | 13.2% | -0.6%
CC(NC(=O)c1cc(COc2c(F)cccc2F)on1)c1cnn(-c2ccccc2)c1 (centres undefined) | -0.8% | -5.1% | 10.1% | 11.1 | 6.1% | -3.7% | 7.08µM* | 2.5%[11.5 µM] | ? | 4.9%
COCCNC(=S)Nc1cc(S(=O)(=O)N2CCOCC2)ccc1N1CCCCC1 | -0.3% | -0.3% | 2.7% | -1.2 | -0.8% | -39.9% | -0.7% | 0.8% | 6.7% | -1.5%
Cc1ccc(CNC(=O)CC(C)S(=O)(=O)c2ccc3c(c2)NC(=O)C(C)S3)cc1 (centres undefined) | -0.9% | -3.4% | 4.0% | 1.7 | -3.2% | ? | -25.5% | 4.0% | ? | 3.8%

From PubChem
